aSyn tox rescue = rescues yeast growth from alpha-synuclein toxicity | S. cerevisiae alpha-synuclein toxicity rescue, BacTiter-Glo growth, 24 h | Potency, µM (highest dose often 46.1 µM), inactives show top-dose growth rescue (activation), hits mostly activators | hit rate 0.02% among 94,000; active = well fitted activation curve with a large enough effect; inconclusive = small, poorly fitted or top-dose-only effect; also: 0% is about no effect
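Growth restoration measured by BacTiter-Glo luminescence after 24 hr at 30 deg C; alpha-synuclein yeast, raffinose-pregrown to mid-log, were added at OD600=0.02 in galactose medium onto pinned compounds.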
Active calls of the source: *; u = inconclusive; & = joins results of further samples; [ ] = another dose, or the depositor's remark. Potency is read from the fitted curve at half-maximal effect.

SMILES | aSyn tox rescue
Cc1ccnc2nc(C(=O)OCCOc3ccc(Cl)cc3)nn12 | -4%
COc1ccc2[nH]c(CN3CCN(C(C)C)C(CCO)C3)c(C)c2c1 (configuration not stated) | -8%
CCc1cc(=O)oc2cc(C)c3c(-c4ccc(F)cc4)coc3c12 | -3%
O=C(CN1CCCN(Cc2ccccc2F)S1(=O)=O)Nc1ccc(F)c(Cl)c1 | 8%
COc1ccc(-c2cn3c(C)c(C(=O)Nc4cc(C)cc(C)c4)sc3n2)cc1 | -9%
CCCn1c(=NC(=O)c2cc3ccccc3o2)c(C(=O)OCC)cc2c(=O)n3ccccc3nc21 | 9%
Cc1ccc(-c2nc3ccccc3s2)cc1NC(=O)COc1ccccc1 | -3%
COC(=O)c1sccc1S(=O)(=O)N1CCN(c2ccc(C)cc2C)CC1 | u
O=Cc1ccc2ccc3cccnc3c2n1 | u
COc1ccc(-n2ncc3c2ncn2nc(COc4ccc(Cl)cc4)nc32)cc1 | -1%
O=C1CSC(c2ccncc2)N1Cc1ccc(F)cc1 (configuration not stated) | 1%
CCCNC(=O)c1nnsc1Sc1ccc(Cl)cc1 | -1%
CC(=O)c1cccc(NC(=O)CCn2c(=S)oc3ccccc32)c1 | 0%
CCn1c(C(=O)NCc2ccccc2)cc2sc(Cl)cc21 | -11%
Cc1cc(C)n(-c2nc(C)c(C)c(=O)n2CC(=O)Nc2cccc([N+](=O)[O-])c2)n1 | -6%
Cc1cccc2nc(CSC(=N)N)c(Br)n12 | 8%
CC1CCc2c(sc(NC(=O)CCCOc3ccc(C(C)(C)C)cc3)c2C(N)=O)C1 (configuration not stated) | -4%
Cc1ccc(C)c(NC(=O)COC(=O)c2cccc(S(=O)(=O)N3CCCC3)c2)c1 | -7%
CCCN(C(=O)c1cc2c(=O)oc3ccccc3c2s1)c1ccc(CC)cc1 | 6%
COc1cc(C(=O)NC2CCCc3ccccc32)cc(OC)c1C (configuration not stated) | 2%
CC(=O)N1c2ccc(S(=O)(=O)NCc3ccccc3Cl)cc2CC1C (configuration not stated) | 2%
Cc1[nH]c(C)c2c(=O)n(-c3ccccc3)ncc12 | 1%
O=[N+]([O-])c1ccc(C=NN2CCNC2=S)o1 | 12%
Cc1ccc(NC(=O)COC(=O)CN2CCSC2=O)cc1F | -2%
CCc1ccccc1NC(=S)NCC1CCN(c2ccc(OC)cc2)C1 (configuration not stated) | -8%
CCc1ccc(NC(=S)Nc2ccc3[nH]c(=O)[nH]c3c2)cc1 | -4%
COc1ccccc1C(=O)Oc1ccc2ccc(=O)oc2c1 | -6%
Cc1ccc2c(=O)cc(C(=O)Nc3ccc(S(=O)(=O)N4CCCC(C)C4)cc3)oc2c1C (configuration not stated) | -10%
Cc1cccc(C)c1NC(=O)CCSCCc1ccccn1 | 3%
Cc1nnc(C)n1-c1ccc(C(=O)Nc2cccc(Br)c2)cc1 | -9%
CCc1nnc(NC(=O)c2ccc(S(=O)(=O)N3CCOCC3)cc2)s1 | -5%
CCCOC(=O)c1cccc(NC(=O)c2c(-c3ccccc3Cl)noc2C)c1 | 3%
COc1ccc(C(=O)O)nc1C | 8%
COc1ccc(/C=C(/C#N)c2nc(-c3ccc(-c4ccccc4)cc3)cs2)cc1OC | -1%
Cc1oc(-c2ccccc2Cl)nc1CS(=O)(=O)CC(=O)NCCc1ccccc1 | 5%
COc1ccc(C2c3c(oc4ccc(F)cc4c3=O)C(=O)N2Cc2ccc3c(c2)OCO3)cc1 (configuration not stated) | -3%
CC(=O)Nc1ccc(S(=O)(=O)NCC(=O)NNC(=O)COc2ccccc2Cl)cc1 | -12%
Cc1cc(Nc2ccc(F)cc2)n2nc(C)nc2n1 | 8%
CC(=O)Nc1ccc(S(=O)(=O)Nc2ccc(S(=O)(=O)Nc3ncccn3)cc2)cc1 | 13%
Cc1cc(C)c(NC(=O)CSc2cn(CC(=O)N3CCOCC3)c3ccccc23)c(C)c1 | -3%

Quoted at random: five compounds from above.
SMILES | aSyn tox rescue
CC(=O)N1c2ccc(S(=O)(=O)NCc3ccccc3Cl)cc2CC1C (configuration not stated) | 2%
CCc1ccccc1NC(=S)NCC1CCN(c2ccc(OC)cc2)C1 (configuration not stated) | -8%
Cc1cc(C)c(NC(=O)CSc2cn(CC(=O)N3CCOCC3)c3ccccc23)c(C)c1 | -3%
Cc1[nH]c(C)c2c(=O)n(-c3ccccc3)ncc12 | 1%
Cc1ccc(NC(=O)COC(=O)CN2CCSC2=O)cc1F | -2%

The list goes on.
SMILES | aSyn tox rescue
CN(Cc1ccccc1)c1nc2c(S(=O)(=O)c3cccc(Cl)c3)nnn2c2ccsc12 | -6%
CCOC(=O)c1ccc(NC(=O)CCc2c(C)nc3c(-c4ccc(F)cc4)c(C)nn3c2C)cc1 | -3%
COc1ccc(CNC(=O)c2ccc3c(c2)nc2n3CCC(C)C2)c(OC)c1 (configuration not stated) | -2%
CCOC(=O)N1CCc2c(sc3c2c(=O)n(-c2ccc(CC)cc2)c(=O)n3CC(=O)Nc2ccc(C)cc2)C1 | 4%
CCOC(=O)CNc1nc(Oc2ccc(=O)n(C)n2)nc(N(CC)CC)n1 | 7%
COc1ccc(CNC(=O)CN2C(=O)CSc3ccc(S(=O)(=O)N4CCCC4)cc32)cc1 | -4%
COc1ccc(NC(=S)NC(=O)c2csnn2)cc1 | -3%
Cc1sc2nc(CC(N)=O)[nH]c(=O)c2c1-c1ccccc1 | 10%
CSc1cccc(NC(=O)c2cnn(-c3ccc(F)cc3)c2-n2cccc2)c1 | -44%[inhibitor]
CCOC(=O)c1c(NC(=O)C(C)Sc2cccc[n+]2[O-])sc2c1CCN(Cc1ccccc1)C2 (configuration not stated) | -1%
COc1ccc(OC)c(CCNC(=O)c2cc3cccc4c3n2CCS4)c1 | 16%
COc1ccc(C)cc1NC(=O)CN1C(=O)COc2ccc(S(=O)(=O)N3CCC(C)CC3)cc21 | -5%
O=C(NCC1CCCN1S(=O)(=O)c1cccs1)C(=O)Nc1ccccc1Cl (configuration not stated) | -6%
COc1cccc(OC)c1C(=O)N1CCN(Cc2c[nH]c3ccccc23)CC1 | 3%
Nc1nc2ccc(Cc3ccncc3)cc2s1 | 2%
Cc1ccc(C)c(N2CCN(C(=O)c3nn(C)c4c3CS(=O)(=O)c3ccccc3-4)CC2)c1 | -1%
O=C(CCNS(=O)(=O)c1ccc2c(c1)CCN2C(=O)C1CC1)Nc1ccc(F)cc1F | -7%
CC(CNC(=O)c1ccc2c(c1)nc1n2CCCCC1)c1ccccc1 (configuration not stated) | 0%
Cc1ccc(Nc2nc3ccccc3c3nncn23)c(Cl)c1 | -3%
COc1cccc(C(=O)CN2CCN(S(=O)(=O)c3ccc(Cl)cc3)CC2)c1 | 0%
Cc1ccc(-c2nn(CC(=O)Nc3cccc(C(F)(F)F)c3)c(=O)c3ccccc23)cc1 | 2%
COc1ccc(-c2cc(C(=O)NC3CCCC3)c3ccccc3n2)cc1OC | -11%
CCCN(Cc1nnc(-c2ccccc2Cl)o1)C(=O)c1cc2ccccc2o1 | -1%
COc1ccc(-c2nc3ccccc3o2)cc1NC(=O)c1ccc(-c2ccc(C)c(Cl)c2)o1 | 1%
CCOc1ccc(C(=O)c2cnc3ccc(Cl)cc3c2S(=O)(=O)c2ccc(C)cc2)cc1 | -2%
O=C(Nc1ccc([N+](=O)[O-])cc1Br)c1cc2ccccc2nc1Cl | -6%
CCOC(=O)c1c(N)sc(C(=O)OCCOC)c1C | -4%
NC(=O)c1ccc(NC(=O)COC(=O)CCCOc2ccccc2)cc1 | 7%
O=C(O)c1cc([N+](=O)[O-])ccc1-c1ccc([N+](=O)[O-])cc1C(=O)O | 7%
COc1ncnc2c1ncn2CCCNc1ccc(C)c(C)c1 | -10%
CCC(=O)N1CCc2cc(Br)cc(S(=O)(=O)N3CCCC(C(=O)Nc4ccc(OC)c(Cl)c4)C3)c21 (configuration not stated) | -28%
CCOC(=O)c1c(S(=O)(=O)N2CCCC(C(=O)Nc3cc(C)ccn3)C2)c(C)n(C)c1C (configuration not stated) | -3%
COc1ccc(/C=N/NC(=O)CCn2nc(C)cc2C)cc1 | 7%
Cc1ccc(-c2nc3c(c(SCC(=O)Nc4ccccc4Cl)n2)Cc2c(CO)cnc(C)c2O3)cc1 | 1%
CCCn1ncc(CN2CCC(CO)(Cc3ccc(OC)cc3)CC2)c1C | -5%
CCn1c(=O)c2sccc2n2c(CCCC(=O)N3CCN(c4ccc(F)cc4)CC3)nnc12 | 7%
CCCCn1c(N)c(N(CCC(C)C)C(=O)C2CC(=O)N(Cc3ccc(C)cc3)C2)c(=O)[nH]c1=O (configuration not stated) | -8%
O=C(Cc1ccc(Cl)cc1)Nc1ccc(CN2CCCCC2)cc1 | -1%
COc1ccc(N2CCN(C(=O)CNS(=O)(=O)c3ccc(Br)s3)CC2)cc1 | 8%&4%
COc1ccc(NC(=O)c2cc(S(=O)(=O)N3CCCCC3)c[nH]2)cc1Cl | 3%
CCn1c(=N)n(CCOc2ccc(Br)cc2)c2ccccc21 | -15%
COc1ccc(Nc2nc(N)nc(CSC(=S)N3CCN(c4ccccc4)CC3)n2)cc1 | 11%
COc1ccc(Cl)cc1N(C(=O)c1ccco1)C(C(=O)NC1CCCC1)c1cccnc1 (configuration not stated) | -2%
COc1ccccc1CNC(=O)c1cnc2sc(N3CCCCC3)nn2c1=O | -2%
CCCC/S(C)=N/S(=O)(=O)c1ccc(C)cc1 (configuration not stated) | 3%
CCCCN(Cc1ccccc1)S(=O)(=O)c1ccc2c(c1)CCN2C(=O)C1CCC1 | -2%
O=C(CCc1cn(Cc2ccc(F)cc2)c2ccccc12)NCCc1ccc(Cl)cc1 | -13%
O=C(Cn1cnc2onc(-c3ccc(F)cc3)c2c1=O)Nc1cccc(C(F)(F)F)c1 | 1%
O=C(CN1CCN(C2CCCCC2)C(=O)C1=O)Nc1ccc(Cl)cc1 | -9%
Cc1ccc(C(=O)CSc2ncc3c(n2)-c2ccccc2N(Cc2ccc(Cl)cc2)S3(=O)=O)cc1 | -9%
Cc1cccc(NC(=O)CN2C(=O)COc3ccc(S(=O)(=O)Nc4ccccc4)cc32)c1C | -5%
Nc1ncnc2c1ncn2CCc1ccccc1 | 0%
Cc1ccc(Oc2c(C(F)(F)F)oc3c(CN4CCC(C)CC4)c(O)ccc3c2=O)cc1 | 4%
Cc1ccc(CSc2oc(-c3cccs3)nc2S(=O)(=O)c2ccc(C)cc2)cc1 | 1%
C=CCN1C(=O)c2ccc(C(=O)N3CCN(S(=O)(=O)c4ccccc4Br)CC3)cc2C1=O | 6%
Cc1cccc(NC(=O)C2CCN(S(=O)(=O)c3ccc4c(c3)CCCC(=O)N4)CC2)c1 | -3%
CSc1ccc(CN(C)CC(=O)NCCc2ccccc2)cc1 | 4%
COc1ccc(N2C(=O)CC(Sc3nnc(-c4ccccc4F)n3C)C2=O)cc1 (configuration not stated) | 4%
COc1ccc(NC(=O)NC2COc3ccccc3C2)c(OC)c1 (configuration not stated) | -9%
Cc1cc(NC(=O)N(C)CCc2c(C)nn(C)c2C)ccc1Br | 4%

Further records follow:
SMILES | aSyn tox rescue
O=C(Nc1ccccc1C(=O)OCC(=O)c1c[nH]c2ccccc12)c1ccco1 | 10%
COc1ccc(NC(=O)c2cc3nc(-c4ccc(C)c(C)c4)cc(C(F)(F)F)n3n2)cc1 | -2%
O=C(COc1ccc(S(=O)(=O)N2CCOCC2)cc1)Nc1ccccc1Cl | -7%
Cc1ccc(-c2cn3c(n2)sc2cc(C(=O)NCc4cccs4)ccc23)cc1 | -1%
COc1cccc(C2=NS(=O)(=O)N(C)C(C(=O)Nc3cccc(O)c3)=C2)c1 | -10%
COc1ccc(-c2csc(=NCCO)n2-c2ccccc2)cc1 | -5%
Cc1c(C#N)c(O)n(CCO)c(=O)c1N=Nc1ccccc1 | -6%
N#Cc1ccccc1S(=O)(=O)N1CCN(C(=O)CN(Cc2ccco2)Cc2cccs2)CC1 | -12%
Cn1c(SCC(=O)N2CCOCC2)ncc(C(=O)Nc2ccc(F)cc2)c1=O | 7%
CC(C)c1cnc2c(c1SCC(=O)NCc1ccccc1Cl)c(=O)n(C)c(=O)n2C | 6%
CCOc1ccc(CCNC(=O)c2cc3cc4cc(OC)ccc4nc3s2)cc1OCC | -11%
COc1ccccc1C(C(=O)NCc1ccc(F)cc1)N(C(=O)c1csnn1)C1CC1 (configuration not stated) | 9%
CN(C(=O)c1cc2c(s1)-c1ccc(Cl)cc1SC2)c1cccc(C(F)(F)F)c1 | 10%
Cc1ccoc1C(=O)N1CCCC(CCC(=O)N2CCN(c3ccccn3)CC2)C1 (configuration not stated) | 4%
O=C(Cn1nnc(-c2cccs2)n1)NNC(=O)c1ccccc1Cl | 6%
CSc1ccc(/C=C/C(=O)OCC(=O)NC(C)C)cc1 | -16%
Cc1ccc(C)n1-c1nnc(N2CCCC(C(=O)NCc3ccc(Cl)cc3)C2)s1 (configuration not stated) | 3%
Cc1ccc(-c2nc(CS(=O)CC(=O)O)c(C)o2)cc1 (configuration not stated) | 0%
O=C(O)CSCC(=O)N1CCN(S(=O)(=O)c2ccccc2)CC1 | -3%
COc1ccc(C(=O)Nc2ccc3oc(-c4ccc5ccccc5c4)nc3c2)cc1Br | -4%

7 structures from above, ordered by SMILES length, high to low:
SMILES | aSyn tox rescue
N#Cc1ccccc1S(=O)(=O)N1CCN(C(=O)CN(Cc2ccco2)Cc2cccs2)CC1 | -12%
COc1cccc(C2=NS(=O)(=O)N(C)C(C(=O)Nc3cccc(O)c3)=C2)c1 | -10%
COc1ccc(C(=O)Nc2ccc3oc(-c4ccc5ccccc5c4)nc3c2)cc1Br | -4%
O=C(Nc1ccccc1C(=O)OCC(=O)c1c[nH]c2ccccc12)c1ccco1 | 10%
CCOc1ccc(CCNC(=O)c2cc3cc4cc(OC)ccc4nc3s2)cc1OCC | -11%
Cc1ccc(-c2nc(CS(=O)CC(=O)O)c(C)o2)cc1 (configuration not stated) | 0%
CSc1ccc(/C=C/C(=O)OCC(=O)NC(C)C)cc1 | -16%

Compound activity deposited in PubChem BioAssay by National Center for Advancing Translational Sciences (NCATS).

Some of the compounds tested. The share of hits here may be higher or lower than overall.
